# GC-A act = GC-A (human) enzyme activation. AID 1671463. actives 0.14% (n = 370,000). activation, % at 10 µM. HEK293 GC-A cells, cGMP TR-FRET, EC30 ANP; 0% at EC30 ANP, 100% saturating ANP; in the data active means activation above about 40%
# FXN GAA850 act = activators of GAA850 frataxin (FXN) promoter; HEK293 lucGAA850 FXN promoter luciferase reporter, 24 h; percent of 10 µM SAHA response; activation, % at 6 µM; actives 0.56% (n = 360,000); AID 540364;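 active means activation above the average of all compounds screened plus 3 SD, cutoff fixed separately per campaign, cut at about 7.5% in these data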;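 further: 0% = DMSO wells and 100% = 10 µM SAHA wells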
# DAX1 inh-1 = inhibitors of DAX1 repression of SF-1 activated StAR promoter; HEK293T StAR-luciferase reporter, SF-1/DAX-1 repression relief; inhibition, % at 6.8 µM; actives 1.1% (n = 370,000); AID 652010;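 active means inhibition above the mean over all tested compounds plus 3 SD, cut at about 3.6% in these data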;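 further: 0% = DAX-1 cells with DMSO and 100% = cells lacking DAX-1 with DMSO; higher inhibition means more luminescence from relief of DAX-1 repression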
# DAX1 inh-2 = inhibitors of human orphan nuclear receptor DAX1 (NR0B1). HEK293 Gal4-DAX1 luciferase reporter, luminescence. actives 0.99% (n = 340,000). inhibition, % at 6.75 µM. P51843. AID 504766;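 active means inhibition above the mean over all tested compounds plus 3 SD, cut at about 4.2% in these data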;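 further: 0% = DAX1-transfected cells with DMSO and 100% = empty-vector control cells with DMSO; inhibition shows as a rise in luminescence from relieved DAX1 repression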
# Target sequence (P51843 207-470 limits assumed): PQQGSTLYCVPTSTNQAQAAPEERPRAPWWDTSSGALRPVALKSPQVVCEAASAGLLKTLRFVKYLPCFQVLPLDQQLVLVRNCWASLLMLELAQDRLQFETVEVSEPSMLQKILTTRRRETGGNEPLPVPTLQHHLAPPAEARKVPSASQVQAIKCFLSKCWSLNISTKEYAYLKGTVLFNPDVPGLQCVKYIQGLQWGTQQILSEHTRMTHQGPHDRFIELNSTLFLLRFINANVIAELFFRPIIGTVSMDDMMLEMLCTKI
# hcDAF12 agonist = H. contortus DAF-12 activation, primary screen; HEK293 hcDAF-12 lit1-tk-luc reporter, luminescence; 0% DMSO, 100% Δ7-dafachronic acid; activation, % at 6.8 µM; actives 1.4% (n = 370,000); AID 652067;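 active means activation above the mean of all tested compounds plus 3 SD, cut at about 5.5% in these data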;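 further: 100% = response to 3 µM Δ7-dafachronic acid high control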
# PG9 binder = PG9 antibody binding by small molecule; actives 0.43% (n = 360,000); inhibition, % at 6.7 µM; TR-FRET gp120-PG9 antibody binding; in the data active means inhibition above about 8.5%
# ADAM17 inh = inhibits human ADAM17 | inhibition, % at 6.95 µM | actives 0.83% (n = 370,000) | recombinant ADAM17, EDANS/DABCYL FRET peptide cleavage | P78536;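 active means inhibition above the mean of compounds lying between control limits plus 3 SD, set per campaign, cut at about 8.5% in these data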;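 further: 0% = DMSO-only wells as the low control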
# ssDAF-12 act = activators of S. stercoralis DAF-12 nuclear receptor. activation, % at 6.8 µM. actives 1% (n = 370,000). HEK293 ssDAF-12/GRIP1 lit1-tk-luc reporter, luminescence; % of 3 µM dafachronic acid response. AID 652126;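 active means activation above the mean over all tested compounds plus 3 SD, cut at about 0.9% in these data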;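 further: 0% = DMSO-only wells and 100% = 3 µM delta7-dafachronic acid wells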
# hgDAF-12 ag = activates the H. glycines DAF-12 receptor ligand-binding domain. actives 1.8% (n = 370,000). activation, % at 6.8 µM. HEK293 GAL4-hgDAF12 UAS-luciferase reporter, agonist luminescence; normalized to butyrate control. AID 687014;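 active means activation above a cutoff set at the mean of all screened compounds plus 3 SD, cut at about 10% in these data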;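 further: 0% = DMSO wells and 100% = sodium butyrate wells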
# ADAM10 inh = inhibitors of human ADAM10. recombinant ADAM10, EDANS/DABCYL FRET peptide cleavage, 3 h. actives 0.62% (n = 370,000). AID 720582. O14672. inhibition, % at 7 µM;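 active means inhibition above a per-campaign cutoff equal to the mean of compounds falling between control-based bounds plus 3 SD, cut at about 20% in these data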;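 further: 0% = DMSO wells while the 100% control is not disclosed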
# Target sequence (O14672 214-748 limits assumed): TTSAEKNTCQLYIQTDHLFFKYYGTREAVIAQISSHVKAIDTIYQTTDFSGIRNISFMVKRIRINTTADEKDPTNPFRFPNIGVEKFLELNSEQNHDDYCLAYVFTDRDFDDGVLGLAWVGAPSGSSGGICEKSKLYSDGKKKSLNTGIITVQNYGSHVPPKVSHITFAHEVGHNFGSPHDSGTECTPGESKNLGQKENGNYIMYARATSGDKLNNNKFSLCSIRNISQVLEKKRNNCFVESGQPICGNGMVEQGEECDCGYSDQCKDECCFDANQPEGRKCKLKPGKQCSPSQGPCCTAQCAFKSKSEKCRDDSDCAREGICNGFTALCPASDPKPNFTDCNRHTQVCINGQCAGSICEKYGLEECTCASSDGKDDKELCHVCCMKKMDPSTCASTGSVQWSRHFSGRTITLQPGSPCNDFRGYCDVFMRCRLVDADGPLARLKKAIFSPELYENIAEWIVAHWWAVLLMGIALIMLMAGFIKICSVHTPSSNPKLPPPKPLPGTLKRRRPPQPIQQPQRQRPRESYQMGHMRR
# SMARCA2 act = SMARCA2 function activation, primary screen; MG213 cells, MMTV-luciferase reporter, dexamethasone, overnight; activation, % at 9.1 µM; AID 652017; actives 1% (n = 370,000); in the data active means activation above about 7.8%;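 further: 0% = vehicle wells and 100% = reference activator wells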
# The depositor's hits bear a star; i = inactive; . = not tested or not shown.
Structure	GC-A act	FXN GAA850 act	DAX1 inh-1	DAX1 inh-2	hcDAF12 agonist	PG9 binder	ADAM17 inh	ssDAF-12 act	hgDAF-12 ag	ADAM10 inh	SMARCA2 act
COc1ccc(Cl)c(-c2cc(C(=O)Nc3ccc(C)c(NS(C)(=O)=O)c3)[nH]n2)c1	-5	2.3	-2.6	.	-3.5	-0.2	5	-0.8	-2.7	5	-4
COCCCN1C(=O)C(=O)/C(=C(/O)c2ccc3c(c2)CC(C)O3)C1c1cccnc1 (stereo not given)	6	3.6	-0.3	1.2	-0.2	3.2	0	-1.4	-0.8	-1	1
O=C(NC(=S)Nc1ccccc1N1CCOCC1)c1ccc([N+](=O)[O-])cc1	-2	0.8	0.3	-1.2	-0.1	1.5	-2	-1.5	-0.6	-8	-4
COCCNc1nc2c(c(=O)n(Cc3ccc(OC)cc3)c(=O)n2C)n1C	12	-1.9	0.2	-0.3	-1.4	-2.3	-4	-1.5	-2.2	-2	-3
O=C(CC1CCCC1)NCCS(=O)(=O)N1CCN(c2ccccc2F)CC1	4	0.4	-1.4	-1.4	-1.6	-1.4	0	-0.4	-0.4	-4	-3
COc1ccccc1OCCNC(=O)c1ccccc1C	-5	-0.6	1.1	0.4	1.9	1.1	-3	-1.1	2.0	1	4
Cc1c(Br)cccc1NC(=O)C1(C)CCN1CCc1ccccc1 (stereo not given)	1	1.1	-0.5	.	-0.4	1.8	5	-1.0	5.7	15	2
COCCNCC#CCOc1ccc(OC)cc1	4	0.3	-0.1	0.1	-1.1	-0.1	-4	-1.5	0.6	-12	0
O=C(CCc1nc(-c2ccccc2Cl)no1)NC1CCCC1	-3	2.0	-0.8	0.5	-2.8	-0.3	-1	-1.1	0.9	1	-1
COc1ccc(CC(=O)Nc2ccc(-c3noc(COc4ccccc4C)n3)cc2)cc1	-6	2.6	-1.0	0.4	-2.2	-0.7	-2	-1.1	0.5	0	0
Cc1ccccc1NC(=S)C1=C(O)c2sccc2N(C)S1(=O)=O	-1	1.6	-0.6	-0.3	1.7	-1.9	1	-0.8	0.6	-2	-2
CC(C)C(C)(C#N)NC(=O)CSc1nnc(-c2ccncc2)n1Cc1ccccc1 (stereo not given)	6	0.3	0.1	0.2	-0.2	0.0	1	-1.4	-0.6	-2	4
CC(=O)N1CCc2cc(Br)cc(S(=O)(=O)N3CCC(C(=O)O)CC3)c21	1	-0.8	0.0	-0.1	0.4	-0.1	0	0.0	4.9	-2	-2
CCCN(CCC)Cc1c(C(=O)N/N=C/c2ccco2)nnn1-c1nonc1N	-3	-0.1	0.3	-0.7	-0.8	-3.3	2	-1.6	-1.6	8	-3
C/C(=N/NC(=O)CCc1ccccc1)c1ccco1	-3	3.6	0.1	3.3	-1.3	-2.5	0	-1.6	1.1	-8	1
CC1CCCCN1C(=S)NCCc1ccccc1 (stereo not given)	4	0.8	1.0	0.2	-0.2	-1.8	2	0.1	7.5	14	4
O=C(c1ccccc1)N1CCN(Cc2ccccc2C(F)(F)F)CC1	4	-0.1	0.8	-0.3	-0.8	1.9	-1	-1.6	-1.3	-11	-5
CC(=O)N(C)c1ccc(N2CCOCC2)c2c1C(=O)c1ccccc1C2=O	4	2.1	0.1	1.9	-0.7	-8.2	-4	-1.7	0.7	-3	1
CC(C)[C@H](NC(=O)Nc1ccc(Oc2ccccc2)cc1)C(=O)O	3	1.4	0.0	0.5	-1.9	0.7	-1	-1.1	1.4	2	3
O=C(O)CC12CC3CC(C1)CC(n1ncc(NCC4CCCO4)c(Cl)c1=O)(C3)C2 (stereo not given)	2	-0.1	0.6	0.2	0.0	-0.7	-4	-1.1	0.5	0	-2
CS(=O)(=O)Nc1cccc(C2=NN(C(=O)CCC(=O)O)C(c3cccs3)C2)c1 (stereo not given)	0	1.5	-0.3	0.2	-1.4	-1.3	-5	-0.6	-0.2	11	4
COc1ccc(OC)c(NC(=O)CCCN2C(=O)C3C4C=CC(C4)C3C2=O)c1 (stereo not given)	-2	2.6	0.6	1.6	-1.0	-1.6	-1	-1.3	-0.8	7	1
O=C(Nc1nnc(CCc2ccccc2)s1)c1ccccc1F	2	2.2	0.5	0.0	-1.1	-2.2	7	-1.1	0.4	19	-2
O=C(NCc1cccc2[nH]ccc12)C1CCC(=O)N(CCc2ccc(Cl)cc2)C1 (stereo not given)	0	1.6	0.4	0.8	-1.1	-0.6	-3	-1.2	-1.8	-12	1
O=C(CN(Cc1ccc(F)cc1)C(=O)CCC(=O)Nc1nccs1)NCC1CCCO1 (stereo not given)	-6	1.3	0.0	0.3	-0.1	-2.2	-2	-0.6	0.0	-1	-2
COCc1cc(=O)n2[nH]cc(-c3ccccc3)c2n1	-1	2.8	0.2	-0.8	1.5	-6.1	-301	0.3	1.6	i	4
CNCCOc1ccccc1C(C)(C)C	0	3.0	-0.9	4.0	-1.3	3.0	-3	-1.6	1.9	4	-4
CCN1C(=O)[C@H]2[C@@H](c3ccc(Cl)cc3)N3C(=O)CN(CC4CC4)C(=O)[C@@]3(C)[C@H]2C1=O	-4	-1.4	-0.1	1.9	-0.7	-1.9	-4	-1.0	-0.9	-5	2
O=C(NC1CCCCC1)c1ccc2c(c1)OCO2	-4	5.8	0.8	0.1	8.3*	-0.4	2	0.0	8.4	-2	7
CCc1ccc(NC(=O)CSCc2ccc(C(=O)O)cc2)cc1	0	0.3	0.0	2.6	-1.1	-0.8	3	-1.5	0.2	2	4
O=C(NCC1CCCO1)C1CC(=O)N(c2ccccc2)C1 (stereo not given)	3	-0.4	0.4	-0.2	0.5	-2.8	-1	-0.6	1.4	-8	-3
Cc1nonc1CN(C)C(=O)CC1C(=O)NCCN1Cc1ccccc1C(F)(F)F (stereo not given)	-2	2.7	0.7	0.9	0.7	-1.7	0	-0.7	-1.5	-3	1
CN(CCc1ccccn1)C(=O)CCC1CCCN(Cc2ccccc2OC(F)F)C1 (stereo not given)	4	0.7	0.2	-0.5	-0.5	1.1	0	-1.3	-1.1	5	-1
CCN1CCSc2ccc(C(=O)NCc3ccc(OC(C)C)cc3)cc21	0	-0.2	0.2	-0.9	1.1	2.0	-412	-1.7	0.1	i	-1
COc1ccc2c(c1)oc1c(SCc3nc4ccccc4[nH]3)nc(C)nc12	14	6.3	0.1	-0.3	0.6	-4.2	-7	-0.9	3.0	-22	5
Cc1ccc(OCC(=O)NNC(=O)[C@@H]2CCCC[C@@H]2C(=O)O)c(Br)c1	0	2.2	0.8	0.4	-1.4	-1.6	2	-1.1	-0.6	-1	0
Cc1ccc(S(=O)(=O)N2CCC(C(=O)Nc3cc(C(F)(F)F)ccc3N3CCOCC3)CC2)cc1C	-3	-9.9	-1.6	0.9	1.1	0.6	-1	-0.9	-0.6	-8	1
O=C1CCC([N+](=O)[O-])C(c2ccccc2C(F)(F)F)N1 (stereo not given)	1	0.6	0.8	0.4	-1.6	-2.9	3	-0.4	-0.5	-4	-1
O=C(OCCOc1ccccc1F)c1cccc(S(=O)(=O)N2CCOCC2)c1	-2	-0.3	-0.6	-0.4	-1.1	-1.6	0	-0.4	0.2	-2	0
O=C1C=C(OCCCl)CC(c2cccc(Cl)c2)O1 (stereo not given)	2	.	-0.2	.	0.2	0.8	1	-1.1	0.3	-1	7
O=C(Nc1nc(-c2cccc(Br)c2)cs1)Oc1ccccc1	1	3.8	0.1	1.4	4.4	0.0	2	-0.6	3.9	5	8.4*
CCCCOc1ccc(-c2csc(N)n2)cc1[N+](=O)[O-]	-5	6.0	2.0	2.7	1.8	-2.9	4	-0.5	11*	4	-2
COc1ncccc1C(=O)N1CCCC(C(=O)Nc2cccc(-c3ccc(F)cc3)c2)C1 (stereo not given)	1	-1.4	-1.7	-1.3	-4.0	-1.0	-1	-1.6	-3.9	-5	-3
CCCCn1c(N)c(N(CC)C(=O)c2ccc(C#N)cc2)c(=O)[nH]c1=O	3	-0.5	0.0	-0.4	-0.7	-0.7	-5	-0.2	1.9	-20	-4
CC(=O)Nc1ccc(NC(=O)C(C)OC(=O)CCC(=O)c2ccc(F)cc2)cc1 (stereo not given)	0	-1.1	-0.8	0.3	-1.3	1.3	-6	-0.5	1.3	-10	0

# Part of the list above in order of SMILES length, lowest first.
Structure	GC-A act	FXN GAA850 act	DAX1 inh-1	DAX1 inh-2	hcDAF12 agonist	PG9 binder	ADAM17 inh	ssDAF-12 act	hgDAF-12 ag	ADAM10 inh	SMARCA2 act
CC1CCCCN1C(=S)NCCc1ccccc1 (stereo not given)	4	0.8	1.0	0.2	-0.2	-1.8	2	0.1	7.5	14	4
O=C(Nc1nc(-c2cccc(Br)c2)cs1)Oc1ccccc1	1	3.8	0.1	1.4	4.4	0.0	2	-0.6	3.9	5	8.4*
O=C(O)CC12CC3CC(C1)CC(n1ncc(NCC4CCCO4)c(Cl)c1=O)(C3)C2 (stereo not given)	2	-0.1	0.6	0.2	0.0	-0.7	-4	-1.1	0.5	0	-2

# (cont.)
Structure	GC-A act	FXN GAA850 act	DAX1 inh-1	DAX1 inh-2	hcDAF12 agonist	PG9 binder	ADAM17 inh	ssDAF-12 act	hgDAF-12 ag	ADAM10 inh	SMARCA2 act
CC(=O)c1c(C)[nH]c(C(=O)Nc2cc(S(=O)(=O)N3CCCCC3)ccc2C)c1C	-1	0.0	-0.7	-0.2	-0.6	-1.0	-2	-1.1	-3.4	-3	0
O=C(Cc1cccc(NC(=O)C2CCCN(C(=O)CCc3ccccc3)C2)c1)Nc1ccc(C(=O)N2CCCCC2)cc1 (stereo not given)	-1	-2.4	-0.6	-1.6	-1.7	1.0	-5	-0.6	-1.3	-7	-3
CCc1cccc(NC(=O)c2ccc(Br)o2)c1	-5	2.2	-0.7	0.6	-0.7	0.4	4	-1.0	3.3	3	4
CCCN(CCC(=O)Nc1ccccc1F)CC1CC1	0	-0.4	-0.2	0.1	2.2	-0.6	-5	-0.7	2.6	-5	2
Cc1cc(C)cc(OCCNC(=O)CCc2ccccc2)c1	-3	1.6	0.1	-0.5	-0.2	1.7	0	-0.7	-1.1	2	-1
CCN1CCCC1CN(Cc1cc2cc(C)cc(C)c2[nH]c1=O)C(=O)Nc1ccccc1OC (stereo not given)	.	.	0.0	.	-2.7	0.8	-19	-0.4	5.4	-32	-1
CCCc1nnc(SCC(=O)N2CCCCC2C)n1CC (stereo not given)	2	-0.7	-0.5	1.1	0.5	3.8	0	-0.9	-1.0	-2	1
NNC(=O)c1ccc2c(c1)S(=O)(=O)NNC2=O	1	0.4	0.3	-1.1	2.4	-1.3	-6	-0.5	11*	-11	-4
c1ccc(-c2ccccc2OCCN2CCCCC2)cc1	-6	-2.4	-0.2	-0.5	4.3	-2.5	0	0.1	0.4	-5	0
Cc1cccc(OCC(=O)Nc2ccc3c(c2)nc2n3CCOC2)c1	1	-1.4	-1.3	0.2	-0.5	-0.7	-2	-1.2	1.6	-17	0
COc1ccc(C(=O)CNc2ccccc2Br)cc1	1	3.7	0.2	1.1	1.0	2.4	-3	-1.0	2.4	-10	2
O=c1cc(CN2CCN(c3ccccc3F)CC2)c2c(ccc3ccccc32)o1	-1	.	-1.9	.	0.6	-0.3	-47	0.0	2.6	-182	-1

# Source: PubChem BioAssay

# Hits appear at their usual frequency, and some 6.8% of all compounds hit somewhere here.
